From PubChem BioAssay
H9c2 protect: modulators protecting cardiomyocytes from myocardial damage; H9c2 cardiomyocytes, H2O2 injury protection, ATPLite, 2 h; protection from H2O2 cell death, % at 20 µM; actives 0.63% (n = 360,000); AID 588492;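 active = compounds giving at least 50% protection of heart cells from peroxide-induced death in the single-dose screen, raw or plate-pattern-corrected value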;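 note: 0% = DMSO wells with peroxide and 100% = DMSO wells without peroxide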
NR2E3 ag-1: human photoreceptor-specific nuclear receptor agonism. Q9Y5X4. CHO-S Gal4-NCOR/VP16-NR2E3 two-hybrid, luciferase. inhibition of corepressor binding, % at 3.98 µM. actives 0.35% (n = 360,000). AID 602229;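 active = inhibition above the mean of all tested compounds plus 3 SD, cut at about 70% in these data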;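 note: 0% = DMSO with NR2E3 transfected cells and 100% = cells lacking NR2E3 construct; higher means lower luciferase signal from less NR2E3 corepressor binding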
Target sequence (Q9Y5X4 whole entry, looked up, the tested form may be a part): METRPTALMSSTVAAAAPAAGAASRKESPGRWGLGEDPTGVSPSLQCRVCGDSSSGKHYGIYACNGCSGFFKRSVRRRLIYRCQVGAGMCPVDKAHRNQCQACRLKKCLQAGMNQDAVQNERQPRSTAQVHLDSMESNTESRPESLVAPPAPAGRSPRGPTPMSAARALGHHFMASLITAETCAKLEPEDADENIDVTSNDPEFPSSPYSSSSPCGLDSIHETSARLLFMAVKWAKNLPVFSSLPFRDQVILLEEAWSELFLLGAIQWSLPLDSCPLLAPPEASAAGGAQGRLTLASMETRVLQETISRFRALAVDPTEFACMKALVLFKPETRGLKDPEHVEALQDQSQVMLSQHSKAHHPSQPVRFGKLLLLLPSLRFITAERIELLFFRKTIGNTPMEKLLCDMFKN
TRPM1 prom inh: inhibitors of MITF-driven TRPM1 promoter in melanoma cells; SK-MEL-5 TRPM1 promoter luciferase, 24 h; inhibition, % at 12.5 µM; actives 0.83% (n = 330,000); AID 488899;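 active = mean inhibition across replicates of 60% or more, whatever share of single replicates reaches that level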; note: values of inactives mirror those of a sister screen read the other way
NR2E3 ag-2: activates human photoreceptor nuclear receptor NR2E3; Q9Y5X4; GST-NR2E3/biotin-RetCOR TR-FRET, 1536-well; AID 2300; inhibition of corepressor binding, % at 4.78 µM; actives 0.12% (n = 320,000);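 active = percent inhibition above the cutoff of mean plus 3 SD of all tested compounds, set per screening campaign, cut at about 20% in these data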;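 note: 0% = DMSO wells and 100% = biotin wells as full block of FRET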
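Assay system: NR2E3–RetCOR corepressor complex. Quantity: 1.35 nM GST-NR2E3. Buffer or medium: pH 7.5 Tris-based buffer. Reagent: biotinylated RetCOR corepressor at 7 nM final. Schedule: 5 h at 4 °C. Detection: TR-FRET, emission read at 617 and 671 nm. Replicates: one well per compound, singlicate testing.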
HIF-2a inh: HIF-2a inhibition | 786-0 RCC cells HIF-2a reporter, luciferase luminescence, overnight | inhibition, % at 18.8 µM | actives 0.72% (n = 360,000);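 active = inhibition of the luminescence signal of 40% or more relative to plate controls, in a single-dose primary screen at 18.75 µM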
PDI inh: blocks human protein disulfide isomerase activity; P07237; PDI insulin aggregation turbidity, A650, 90 min; inhibition, % at 10 µM; actives 0.052% (n = 350,000); AID 588391;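 active = mean inhibition across replicates of 30% or more, whatever share of single replicates reach that level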;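 note: absorbance from insulin aggregation driven by PDI reduction with DTT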
Target sequence (P07237 whole entry, looked up): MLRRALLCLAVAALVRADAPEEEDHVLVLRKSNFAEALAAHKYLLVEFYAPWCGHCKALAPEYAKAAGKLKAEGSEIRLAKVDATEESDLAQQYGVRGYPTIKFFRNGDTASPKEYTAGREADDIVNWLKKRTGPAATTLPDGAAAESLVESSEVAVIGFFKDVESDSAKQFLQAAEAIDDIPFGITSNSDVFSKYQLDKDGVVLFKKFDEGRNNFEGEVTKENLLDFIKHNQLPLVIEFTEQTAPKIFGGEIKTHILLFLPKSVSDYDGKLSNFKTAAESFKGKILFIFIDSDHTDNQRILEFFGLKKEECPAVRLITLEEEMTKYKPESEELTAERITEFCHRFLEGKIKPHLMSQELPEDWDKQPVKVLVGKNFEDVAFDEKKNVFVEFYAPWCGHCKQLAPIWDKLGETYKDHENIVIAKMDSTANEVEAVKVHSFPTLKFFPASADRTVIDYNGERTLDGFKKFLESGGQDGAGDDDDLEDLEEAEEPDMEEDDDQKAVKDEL
CaV13 ICDI inh: Primary screen for inhibitors of IQ motif and Ca2+-dependent inactivation inhibitor domain binding in CACNA1D, Förster resonance energy transfer in living cells, …. HEK cells, CFP/YFP FRET ICDI-IQ, plate reader, 10 min; percent FRET-ratio fall versus neutral wells. inhibition, % at 12.3 µM. actives 0.098% (n = 340,000);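 active = mean replicate inhibition of at least 30% and at least 1% of replicates passing that level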;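 note: 0% = median of the neutral control wells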
Shn3 inh set2: reduces Shn3 3'UTR luciferase signal in osteoblasts; Clone20 osteoblast Shn3 3'UTR firefly luciferase, 24 h; inhibition, % at 12.5 µM; actives 0.52% (n = 360,000);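 active = mean inhibition of at least 75% with every replicate also reaching 75%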;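 note: 0% = median of neutral control wells and 100% = pilot-screen positive control compound; some compounds past the cut are filed as inactive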
hiPSC survival: enhancers of human iPSC single-cell survival; hiPSC single-cell survival, ATPlite luminescence; 100% = ROCK inhibitor wells, 0% = DMSO; survival enhancement, % at 20 µM; actives 0.044% (n = 360,000); in the data active = survival enhancement above about 18%;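 note: cells exposed to compounds for 16 hours before the ATP read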
Peg3 prom inh: Peg3 promoter activity inhibition; HeLa PEG-Prom luciferase reporter, luminescence, overnight; inhibition, % at 20 µM; actives 1.7% (n = 360,000);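 active = inhibition of at least 50% at 20 µM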
m5-HT2A agonist: activates the mouse 5-HT2A serotonin receptor. P35363. CHO-K1 mHTR2A beta-arrestin complementation, luminescence; percent of 30 µM serotonin response. activation, % at 7.6 µM. actives 0.66% (n = 360,000). AID 624169;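 active = activation above a run cutoff, the mean activation of all tested compounds plus 3 SD, cut at about 14% in these data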;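 note: 0% = plate median of compound wells and 100% = 30 µM serotonin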
* marks the source's active call; other numbers are inactive results.

What do the screens show for `O=[N+]([O-])c1cc([N+](=O)[O-])c(Oc2ccccc2F)cc1NN1CCCCC1`?
H9c2 protect: -15; NR2E3 ag-1: 3; TRPM1 prom inh: 0; NR2E3 ag-2: 2; HIF-2a inh: 16; PDI inh: -3; CaV13 ICDI inh: -12; Shn3 inh set2: 2; hiPSC survival: 1.8; Peg3 prom inh: -1; m5-HT2A agonist: 10

How did CCOc1ccc(-c2nc(CSCC(=O)N3CCN(c4cccc(OC)c4)CC3)c(C)o2)cc1 do in these assays?
H9c2 protect: -23; NR2E3 ag-1: 66; NR2E3 ag-2: 2; HIF-2a inh: -12; CaV13 ICDI inh: -3; Shn3 inh set2: 41; hiPSC survival: 3.0; Peg3 prom inh: 1; m5-HT2A agonist: 5

Results for COc1ccccc1N1CCN(C(=O)c2ccc3c(=O)n(Cc4ccco4)c(=S)[nH]c3c2)CC1 ?
H9c2 protect: 6; NR2E3 ag-1: 3; TRPM1 prom inh: 14; NR2E3 ag-2: 5; HIF-2a inh: 1; PDI inh: 3; CaV13 ICDI inh: -6; Shn3 inh set2: 18; hiPSC survival: 1.9; Peg3 prom inh: 18; m5-HT2A agonist: 2

What do the screens show for `C=CCNC(=O)c1ccc2nccnc2c1`?
H9c2 protect: 15; NR2E3 ag-1: -2; TRPM1 prom inh: 6; NR2E3 ag-2: 1; HIF-2a inh: 5; PDI inh: -1; CaV13 ICDI inh: -6; Shn3 inh set2: -10; hiPSC survival: 5.5; Peg3 prom inh: 1; m5-HT2A agonist: 10

Results for CN(C)C(=O)CCc1ccc2c3c([nH]c2c1)[C@]1(C)[C@@H](C(=O)N2CCOCC2)C[C@H](CC(=O)NCCCn2ccnc2)C(=O)N1CC3 ?
H9c2 protect: 5; NR2E3 ag-1: 9; TRPM1 prom inh: 3; HIF-2a inh: -1; PDI inh: -33; CaV13 ICDI inh: -7; Shn3 inh set2: 6; hiPSC survival: -0.7; Peg3 prom inh: -4; m5-HT2A agonist: 2

Results for CCC(C)C(NC(N)=O)C(=O)Nc1ccc(C)c(Cl)c1 (configuration not stated) ?
H9c2 protect: 4; NR2E3 ag-1: 0; TRPM1 prom inh: 4; NR2E3 ag-2: 2; HIF-2a inh: -3; PDI inh: -6; CaV13 ICDI inh: -5; Shn3 inh set2: -3; hiPSC survival: -0.6; Peg3 prom inh: -78; m5-HT2A agonist: -5

What do the screens show for `Cc1cc(C#N)c(C)n1-c1cc(C(F)(F)F)ccc1N1CCOCC1`?
H9c2 protect: -5; NR2E3 ag-1: -1; TRPM1 prom inh: 5; NR2E3 ag-2: 0; HIF-2a inh: 20; PDI inh: -3; CaV13 ICDI inh: -8; Shn3 inh set2: 12; hiPSC survival: -0.9; Peg3 prom inh: 20; m5-HT2A agonist: 1

What do the screens show for `CCC(C)(C)NC(=O)C(c1ccncc1)N(C(=O)c1sc(C)nc1C)c1ccc(C)cc1` (configuration not stated)?
H9c2 protect: -1; NR2E3 ag-1: 9; NR2E3 ag-2: -1; HIF-2a inh: -7; PDI inh: 9; CaV13 ICDI inh: 1; Shn3 inh set2: -8; hiPSC survival: -0.1; Peg3 prom inh: -1; m5-HT2A agonist: -9

What do the screens show for `S=c1[nH]nc(-c2ccc3ccccc3n2)o1`?
H9c2 protect: -12; NR2E3 ag-1: 7; TRPM1 prom inh: 4; NR2E3 ag-2: 4; HIF-2a inh: -5; PDI inh: 2; CaV13 ICDI inh: -5; Shn3 inh set2: -9; hiPSC survival: 0.8; Peg3 prom inh: 11; m5-HT2A agonist: 4

What do the screens show for `CCOC(=O)[C@]12CCC=C1N(Cc1ccccc1)C(=O)[C@H](CC(=O)NCCCCc1ccccc1)C2`?
NR2E3 ag-1: 4; HIF-2a inh: -2; CaV13 ICDI inh: -2; hiPSC survival: -0.6; m5-HT2A agonist: -5

Results for CC(C)n1c(Nn2cnnc2)nc2ccccc21 ?
H9c2 protect: 2; NR2E3 ag-1: -15; TRPM1 prom inh: 11; NR2E3 ag-2: 1; HIF-2a inh: 3; PDI inh: -1; CaV13 ICDI inh: 0; Shn3 inh set2: -8; hiPSC survival: -1.0; Peg3 prom inh: 20; m5-HT2A agonist: -1

Results for O=C(O)c1ccc(Nc2ncnc3ccccc23)cc1 ?
H9c2 protect: 3; NR2E3 ag-1: -2; TRPM1 prom inh: 2; NR2E3 ag-2: -2; HIF-2a inh: 2; PDI inh: -78; CaV13 ICDI inh: -5; Shn3 inh set2: 8; hiPSC survival: -0.5; Peg3 prom inh: 7; m5-HT2A agonist: 8

How did C=CCc1c(C)[nH]c(=S)c(C#N)c1C do in these assays?
H9c2 protect: 12; NR2E3 ag-1: -10; TRPM1 prom inh: -2; NR2E3 ag-2: 0; HIF-2a inh: 8; PDI inh: 10; Shn3 inh set2: 14; hiPSC survival: -4.0; Peg3 prom inh: -1; m5-HT2A agonist: 6

How did COC(=O)c1cccc(NC(=S)N2CCOCC2)c1 do in these assays?
H9c2 protect: 6; NR2E3 ag-1: 1; TRPM1 prom inh: 4; NR2E3 ag-2: 2; HIF-2a inh: 14; PDI inh: 7; CaV13 ICDI inh: -6; Shn3 inh set2: 1; hiPSC survival: 0.0; Peg3 prom inh: 11; m5-HT2A agonist: 0

What do the screens show for `Cc1nc2c(OCc3ccc(Cl)cc3Cl)cccn2c1N(C)CC1CC1`?
H9c2 protect: -9; NR2E3 ag-1: -10; HIF-2a inh: -148; PDI inh: -3; CaV13 ICDI inh: -6; Shn3 inh set2: 80; hiPSC survival: -1.0; Peg3 prom inh: 28; m5-HT2A agonist: -11

How did CCOC(=O)Cc1csc(NC(=O)c2ccc(N3CCOCC3)cc2[N+](=O)[O-])n1 do in these assays?
H9c2 protect: 14; NR2E3 ag-1: 17; TRPM1 prom inh: -12; NR2E3 ag-2: 2; HIF-2a inh: -32; PDI inh: 0; CaV13 ICDI inh: -3; Shn3 inh set2: 7; hiPSC survival: -0.3; Peg3 prom inh: 6; m5-HT2A agonist: 0

What do the screens show for `CC(=O)c1cccc(NC(=S)NC(=O)c2ccc(C)cc2)c1`?
H9c2 protect: -21; NR2E3 ag-1: -36; TRPM1 prom inh: -75; NR2E3 ag-2: -1; HIF-2a inh: -317; PDI inh: 2; CaV13 ICDI inh: -7; Shn3 inh set2: -81; hiPSC survival: -0.6; Peg3 prom inh: -243; m5-HT2A agonist: 2

How did C=CCC1Cc2c(Br)cccc2C(CC=C)N1 (configuration not stated) do in these assays?
H9c2 protect: 2; NR2E3 ag-1: -2; TRPM1 prom inh: -3; NR2E3 ag-2: 2; HIF-2a inh: 21; PDI inh: 5; CaV13 ICDI inh: 2; Shn3 inh set2: 19; hiPSC survival: -2.6; Peg3 prom inh: 7; m5-HT2A agonist: 3

What do the screens show for `O=C(O)CCC(=O)N1N=C(c2c(-c3ccccc3)c3cc(Cl)ccc3[nH]c2=O)CC1c1cccs1` (configuration not stated)?
H9c2 protect: 15; NR2E3 ag-1: -31; TRPM1 prom inh: -5; NR2E3 ag-2: -1; HIF-2a inh: 10; PDI inh: -3; CaV13 ICDI inh: -2; Shn3 inh set2: -5; hiPSC survival: -1.2; Peg3 prom inh: -1; m5-HT2A agonist: 0

How did O=C(NCc1ccccc1)c1cc[n+](CC(=O)c2cccs2)cc1 do in these assays?
H9c2 protect: 4; NR2E3 ag-1: -36; TRPM1 prom inh: 8; NR2E3 ag-2: 1; HIF-2a inh: 4; PDI inh: -2; CaV13 ICDI inh: 0; Shn3 inh set2: 3; hiPSC survival: -0.5; Peg3 prom inh: -7; m5-HT2A agonist: -10

Reprinted from the part before: three compounds, followed by the next part.
How did C=CCC1Cc2c(Br)cccc2C(CC=C)N1 (configuration not stated) do in these assays?
H9c2 protect: 2; NR2E3 ag-1: -2; TRPM1 prom inh: -3; NR2E3 ag-2: 2; HIF-2a inh: 21; PDI inh: 5; CaV13 ICDI inh: 2; Shn3 inh set2: 19; hiPSC survival: -2.6; Peg3 prom inh: 7; m5-HT2A agonist: 3

What do the screens show for `O=C(O)CCC(=O)N1N=C(c2c(-c3ccccc3)c3cc(Cl)ccc3[nH]c2=O)CC1c1cccs1` (configuration not stated)?
H9c2 protect: 15; NR2E3 ag-1: -31; TRPM1 prom inh: -5; NR2E3 ag-2: -1; HIF-2a inh: 10; PDI inh: -3; CaV13 ICDI inh: -2; Shn3 inh set2: -5; hiPSC survival: -1.2; Peg3 prom inh: -1; m5-HT2A agonist: 0

How did O=C(NCc1ccccc1)c1cc[n+](CC(=O)c2cccs2)cc1 do in these assays?
H9c2 protect: 4; NR2E3 ag-1: -36; TRPM1 prom inh: 8; NR2E3 ag-2: 1; HIF-2a inh: 4; PDI inh: -2; CaV13 ICDI inh: 0; Shn3 inh set2: 3; hiPSC survival: -0.5; Peg3 prom inh: -7; m5-HT2A agonist: -10

Results for O=C(NCc1ccc2c(c1)OCO2)c1ccc2snnc2c1 ?
H9c2 protect: 2; NR2E3 ag-1: -15; TRPM1 prom inh: 8; NR2E3 ag-2: 0; HIF-2a inh: -6; PDI inh: 25; CaV13 ICDI inh: -5; Shn3 inh set2: -5; hiPSC survival: -2.0; Peg3 prom inh: -5; m5-HT2A agonist: 8

Results for O=C1C=C(NCCNc2c(F)c(F)c(CO)c(F)c2F)CCC1 ?
H9c2 protect: -5; NR2E3 ag-1: -9; TRPM1 prom inh: 0; NR2E3 ag-2: 1; HIF-2a inh: 10; PDI inh: 0; Shn3 inh set2: -4; hiPSC survival: -3.1; Peg3 prom inh: 1; m5-HT2A agonist: 3

What do the screens show for `CC1CCC(C(=O)NC(C(=O)NCc2ccccn2)C(C)C)CC1` (configuration not stated)?
H9c2 protect: -1; NR2E3 ag-1: 4; TRPM1 prom inh: 0; NR2E3 ag-2: 0; HIF-2a inh: 14; PDI inh: 3; CaV13 ICDI inh: -5; Shn3 inh set2: -1; hiPSC survival: 1.5; Peg3 prom inh: 18; m5-HT2A agonist: 4

How did O=C(CS(=O)CC(=O)N(CC(=O)NC1CCCC1)C1CCCCC1)Nc1ccc(F)cc1 (configuration not stated) do in these assays?
H9c2 protect: -1; NR2E3 ag-1: -30; TRPM1 prom inh: 1; NR2E3 ag-2: -1; HIF-2a inh: 10; PDI inh: -3; CaV13 ICDI inh: -8; Shn3 inh set2: 10; hiPSC survival: -2.1; Peg3 prom inh: -11; m5-HT2A agonist: 0

How did CCOC(=O)c1ccc2nc3c(cc2c1)CCS3 do in these assays?
H9c2 protect: -7; NR2E3 ag-1: -90; TRPM1 prom inh: -69; NR2E3 ag-2: 7; HIF-2a inh: -318; PDI inh: 1; CaV13 ICDI inh: -8; Shn3 inh set2: -59; hiPSC survival: 7.4; Peg3 prom inh: -223; m5-HT2A agonist: 3
